WT yeast gro inh: growth inhibition of WT yeast, mitochondrial fusion screen | mitochondrial fusion phenotypic screen, WT strain | inhibition, % at 10 µM | 190,000 compounds, 2.1% hits | AID 1362; in the data active = inhibition above about 58%; tested in S. cerevisiae
P. falciparum M1AAP: P. falciparum M1AAP inhibitors, biochemical, fluorogenic H-Leu-NHMec substrate, 1536-well (AID 1445); recombinant M1AAP, H-Leu-NHMec fluorogenic kinetic assay; higher % means a stronger effect; inhibition, % at 30 µM, or IC50 in µM where a hit was titrated; 220,000 compounds, 0.42% hits;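 active = primary inhibition above the hit cutoff, then over 50% inhibition at one or more dose response concentrations, cut at about 23% in these data, passing the limit was not always enough; inconclusive = conflicting primary data, or primary hits not chosen for dose response; inactive = low primary inhibition, or under 50% at every dose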;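 note: plate controls were DMSO full reaction for no effect and no enzyme background for full effect; strong numbers were not always called active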
LYP inhibition: inhibitors of LYP phosphatase, biochemical, fluorescence intensity, uHTS (AID 1779); recombinant LYP phosphatase, fluorescence intensity; higher % means a stronger effect; one-dose inhibition, % at 11.5 µM; IC50 in µM for titrated hits; 290,000 compounds, 0.054% hits;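 note: plate controls were vehicle with enzyme for no effect and no enzyme for full effect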
XIAP displacement: small molecules displacing peptide from XIAP – biochemical, IAP family, fluorescence polarization (AID 1018); 200,000 compounds, 0.007% hits; displacement, % at 20 µM; hits with a dose series show IC50 in µM; XIAP BIR domain, fluorescence polarization peptide displacement; higher % means a stronger effect; in the data active = displacement above about 50%; note: a part of the inactive calls stands beside numbers as strong as those of hits
Yfh1-off respiration: enhancers of respiration in Yfh1-depleted yeast, dose response, Friedreich's ataxia, plus single-dose screen (AID 1465); S. cerevisiae Yfh1-off respiration, WST-1 reduction, 72 h; higher fold induction means a stronger effect; fold induction at 50 µM; hits with a dose series show EC50 in µM; 220,000 compounds, 0.074% hits;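 active = fold induction of absorbance versus untreated yeast above a set limit, then at least 30% activation at any dose in follow-up; inconclusive = repeats straddling the limit, or above it without dose testing; inactive = fold induction below the set limit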;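 note: activators that raise dye reduction in frataxin-depleted yeast; strong numbers were not always called active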
human PMI inhibitors: MPI inhibition at elevated mannose 6-phosphate – biochemical, fluorescence intensity, high mannose 6-phosphate, primary screen (AID 1220); inhibition, % at 20 µM, or IC50 in µM where a hit was titrated; recombinant PMI enzyme, coupled fluorescence intensity; higher % means a stronger effect; 190,000 compounds, 0.66% hits
human PMI inhibition: inhibitors of human PMI, primary screen, biochemical, fluorescence intensity, coupled assay (AID 1209). purified PMI enzyme, coupled fluorescence intensity; higher % means a stronger effect. inhibition, % at 20 µM, or IC50 in µM where a hit was titrated. 190,000 compounds, 0.42% hits;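 note: plate controls were DMSO vehicle for no effect and wells lacking substrate for full effect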
TNAP activation fold: stimulation of alkaline phosphatase TNAP activity – biochemical, luminescent, no phosphate acceptor, uHTS, primary screen (AID 1001); 200,000 compounds, 0.03% hits; activation fold at 20 µM; hits with a dose series show EC50 in µM; purified TNAP, luminescent activation assay, no phosphate acceptor; higher activation fold means a stronger effect; in the data active = activation fold from about 3, or a potency from the dose series; inactive = the rest, 99 in 100 with activation fold below about 1.6; note: many of its hits are not listed in these tables
M17LAP inhibition: P. falciparum M17LAP inhibitors, primary screen, biochemical, fluorogenic H-Leu-NHMec substrate, 1536-well (AID 1619); recombinant M17LAP, H-Leu-NHMec fluorogenic kinetic assay; higher % means a stronger effect; inhibition, % at 30 µM, or IC50 in µM where a hit was titrated; 220,000 compounds, 0.38% hits;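 active = compound inhibiting the enzyme by more than half at any dose during confirmatory dose-response retesting; inconclusive = strong single-dose inhibitors picked by rank but not retested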;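 note: plate controls were full reaction with DMSO carrier for no effect and no enzyme background for full effect; strong numbers were not always called active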
WT yeast gro inh mutant strain: recorded beside WT yeast gro inh, whose call it bears; inhibition, %; mitochondrial fusion phenotypic screen, mutant strain inhibition
An asterisk follows results filed as active; i = inactive; ? = inconclusive; . = no result given. Cut-off read from the data, not from the text of the source, unless noted: active = inhibition above about 50%; inactive = the rest.

SMILES	WT yeast gro inh	WT yeast gro inh mutant strain	P. falciparum M1AAP	LYP inhibition	XIAP displacement	Yfh1-off respiration	human PMI inhibitors	human PMI inhibition	TNAP activation fold	M17LAP inhibition
Cc1cccn2c(=O)c(C=O)c(N3CCN(c4ccccc4)CC3)nc12	14	4	0%	-4%	-6.0%	i	11%	7%	1	1%
COc1ccc(C2CC(c3ccccc3)=NN2C(=O)c2cccs2)cc1 (stereo not given)	78*	58*	9%	2%	-7.8%	i	9%	15%	1	-3%
Nn1cnc2c([nH]c3ccccc32)c1=O	-6	4	6%	-9%	-8.1%	i	-11%	-5%	1.2	6%
Cc1c(NC(=O)COC(=O)C2CC3C=CC2C3)c(=O)n(-c2ccccc2)n1C (stereo not given)	15	7	1%	-10%	-1.4%	i	-6%	-12%	1.1	-7%
COc1cc2c(cc1OC)CN(CC(=O)Nc1ccccc1SC)CC2	21	-35	-3%	-7%	-2.5%	i	5%	12%	1.1	16%
O=C(CN(Cc1ccco1)C(=O)c1cc(=O)[nH]c2ccccc12)Nc1ccccc1Br	-8	-2	1%	-5%	-1.3%	i	-3%	0%	1.1	6%
Cc1[nH]c2ccc(-c3nnc(SCC(=O)NCc4ccco4)n3Cc3ccccc3)cc2c1C	-3	-2	7%	-2%	-4.0%	i	20%	25%	1.3	-2%
Cc1ccc(-n2c(C)cc(/C=N/NC(=O)c3ccncc3)c2C)c(C)c1	28	8	7%	5%	-3.9%	i	-4%	-6%	1	38%
CC[n+]1c(/C=C2\Sc3ccccc3N2C)ccc2cccc(C)c21	64	72	19%	2%	3.6%	i	0%	1%	0.7	9%
O=C(N/N=C/c1ccco1)c1ccc(N2CCCC2=O)cc1	-19	-4	2%	5%	0.8%	i	-4%	4%	1.1	10%
CC(C)NS(=O)(=O)c1ccc(CCC(=O)N2CCc3ccccc3C2)cc1	-2	4	2%	-3%	-1.8%	i	-7%	-10%	1.1	0%
CC(=O)OCc1cc(-c2nn(C)c(=O)c3ccccc23)ccc1C	30	-3	0%	-2%	0.5%	i	.	.	1	-1%
CCc1cc(C(=O)OC)c(NC(=O)CC2Nc3cc(C)c(C)cc3NC2=O)s1 (stereo not given)	-10	9	2%	3%	-2.9%	i	-4%	3%	1.1	5%
CC(C)(C)C(=O)NC(CC(=O)O)c1ccccc1 (stereo not given)	-14	3	2%	-5%	-3.8%	i	-13%	-17%	1.1	0%
CCn1c(SCc2nc(-c3ccccc3)no2)nc2ccccc21	34	20	10%	-2%	-3.0%	i	10%	12%	1.1	3%
CC(CN1CCCCC1)OC(=O)Cc1ccc(Cl)cc1 (stereo not given)	1	-4	-3%	0%	-4.1%	i	6%	0%	1	-1%
Cc1ccc(C(=O)N2CCN(S(=O)(=O)c3ccc(C)cc3)CC2)cc1	-8	-6	1%	-6%	-0.1%	i	13%	13%	1.1	-4%
COc1ccc(-n2c(=O)c(CCC(=O)N(C)Cc3ccccc3C)nc3ccccc32)cc1	35	-2	4%	10%	-18%	i	9%	0%	1	17%
O=C(COC(=O)COc1ccccc1)Nc1ccccc1OC(F)F	8	-8	-2%	-8%	0.4%	i	-1%	-8%	1.1	0%
C=CCn1c(SCC(=O)NC2CCS(=O)(=O)C2)nc2sc(CC)cc2c1=O (stereo not given)	-4	3	3%	-2%	-2.1%	i	-4%	-1%	1.1	-2%
O=C(OCc1ccccn1)c1ccc(COc2ccccc2Cl)o1	18	17	5%	-5%	-3.5%	i	4%	8%	1.1	6%
CSCCC(NS(=O)(=O)c1cccs1)C(=O)NCc1ccc(C)cc1 (stereo not given)	14	5	2%	1%	-6.7%	i	-4%	-3%	1	13%
Cn1nc(C(=O)NCc2cccs2)c2ccccc2c1=O	8	10	1%	1%	-6.6%	i	-4%	-12%	1	12%
CCCCN1C=CC(=C2N=c3cccc([N+](=O)[O-])c3=N2)C=C1	-4	-6	17%	-5%	-2.3%	i	3%	14%	1.1	45%
CCOc1c(Cl)cc(C(=O)Nc2ccccc2C(=O)O)cc1Cl	-8	4	12%	-2%	6.2%	i	2%	2%	1.1	29%
CCOC(=O)N1CCC(N(CCOC)C(=O)Nc2ccc(Cl)c(Cl)c2)CC1	9	-8	-1%	2%	-4.3%	i	11%	13%	1	-3%
O=C(CN(CC1CCCO1)C(=O)CNS(=O)(=O)c1ccccc1)NCc1ccco1 (stereo not given)	-17	-12	2%	-8%	-11%	i	8%	2%	1	-16%
CC1CCCCC1NC(=O)C1CCN(S(=O)(=O)N2CCC3(CC2)OCCO3)CC1 (stereo not given)	6	4	1%	-7%	-5.3%	i	10%	16%	1	-9%
CCOC(=O)N1CCC(N2CCN(Cc3ccc(C)o3)C(CCO)C2)CC1 (stereo not given)	-4	1	16%	-2%	-1.5%	i	3%	-4%	1.1	12%
Cc1ccc(-c2nnc(SCC(=O)N/N=C/c3c(C)nn(-c4ccccc4)c3C)n2-c2ccccc2)cc1	-6	-1	-3%	11%	3.7%	.	2%	15%	1.2	-1%

The last four records of the part above come first, to join the parts.
SMILES	WT yeast gro inh	WT yeast gro inh mutant strain	P. falciparum M1AAP	LYP inhibition	XIAP displacement	Yfh1-off respiration	human PMI inhibitors	human PMI inhibition	TNAP activation fold	M17LAP inhibition
O=C(CN(CC1CCCO1)C(=O)CNS(=O)(=O)c1ccccc1)NCc1ccco1 (stereo not given)	-17	-12	2%	-8%	-11%	i	8%	2%	1	-16%
CC1CCCCC1NC(=O)C1CCN(S(=O)(=O)N2CCC3(CC2)OCCO3)CC1 (stereo not given)	6	4	1%	-7%	-5.3%	i	10%	16%	1	-9%
CCOC(=O)N1CCC(N2CCN(Cc3ccc(C)o3)C(CCO)C2)CC1 (stereo not given)	-4	1	16%	-2%	-1.5%	i	3%	-4%	1.1	12%
Cc1ccc(-c2nnc(SCC(=O)N/N=C/c3c(C)nn(-c4ccccc4)c3C)n2-c2ccccc2)cc1	-6	-1	-3%	11%	3.7%	.	2%	15%	1.2	-1%
Cc1nc2c(=O)oc3ccccc3c2n1-c1ccccc1	-3	-14	6%	3%	-2.6%	i	11%	6%	1.1	-7%
CNc1nnc(-c2cc3cc(Cl)ccc3oc2=O)s1	40	18	5%	-5%	0.3%	i	-1%	5%	1.1	13%
Cc1ccc(-n2nnnc2-c2ccco2)cc1	9	6	0%	-10%	-5.1%	i	6%	5%	1	-2%
COc1ccccc1NS(=O)(=O)c1cc(NC(=O)c2ccco2)ccc1N1CCOCC1	9	4	1%	1%	-7.2%	i	0%	-5%	1.1	-3%
CCCCCCC(=O)N(O)C1CC(=O)N(c2ccc(Cl)cc2)C1=O (stereo not given)	.	.	?	-4%	.	i	.	.	.	47%
COc1cccc(Nc2ccc(-n3ccnc3)nn2)c1	34	18	9%	-4%	-5.5%	i	4%	9%	1	12%
Cc1ccccc1/C=C/C(=O)N1CCOCC1	-12	-17	-7%	-2%	-4.1%	i	1%	8%	1	2%
COc1ccc(Cl)cc1-c1nc(SCC(=O)NCCN2C(=O)CSC2=O)n[nH]1	-19	-14	11%	-8%	-0.9%	i	-3%	-4%	0.6	0%
Cc1csc(NC(=O)CSc2nnc(C)n2Cc2ccco2)n1	-15	-13	18%	-2%	-3.0%	i	-9%	-3%	1.1	5%
Cc1ccc(-c2nc(C=Nc3ccccc3)c(O)o2)cc1	-3	7	8%	-8%	-2.2%	i	0%	-4%	1.1	4%
CN(C)N1C(N)=C(C#N)C(c2cccc3ccccc23)C2=C1CC(c1ccccc1)CC2=O (stereo not given)	11	15	11%	-1%	-8.9%	i	42%	32%	1	-3%
Cc1ccc(CN2C(=O)/C(=C3\SC(N4CCOCC4)=NC3=O)c3cc(Br)ccc32)cc1	15	-8	.	1%	-1.8%	.	4%	-5%	1.1	.
COc1cccc(/C=C/C(=O)c2cccc([N+](=O)[O-])c2)c1	12	11	7%	7%	-6.1%	i	11%	0%	1	3%
CCCCC(CC)C(=O)Oc1ccc(O)c(C(C)(C)C)c1 (stereo not given)	91*	79*	5%	4%	-12%	i	22%	17%	1	-7%
COc1ccc2c(c1OC)C(=O)OC2Nn1cncn1 (stereo not given)	-21	-2	4%	4%	-5.9%	i	-14%	-6%	1.1	11%
Cc1cc([N+](=O)[O-])ccc1NC(=O)CN1C2CCC1CC(NC(=O)NC13CC4CC(CC(C4)C1)C3)C2 (stereo not given)	-14	-25	-2%	4%	-4.1%	i	44%	27%	1.1	-8%
Cc1ccccc1C(=O)N1CCC(C(=O)Nc2ccc3c(c2)OCO3)CC1	-7	-6	-3%	-7%	-2.8%	i	8%	10%	1.1	-3%
O=C(Cc1ccc(-n2cccc2)cc1)N1CCc2ccccc21	9	18	12%	-12%	-7.0%	i	-6%	-5%	1.1	8%
CCCNc1nc(OCC(F)(F)F)nc(OCC(F)(F)F)n1	-4	-1	-2%	-6%	0.2%	i	-1%	1%	1.1	1%
Nc1ccc2c(c1)C(=O)Cc1ccccc1S2	-3	17	4%	0%	-0.5%	i	22%	0%	1.1	7%
O=C(O)COn1c(-c2ccc(Cl)cc2)nc2ccc(Cl)cc21	8	9	6%	2%	-1.8%	i	-12%	-12%	1.1	-3%
O=C(CCCc1ccccc1)NCc1cn2ccsc2n1	15	3	-2%	-5%	-1.9%	i	12%	8%	1.1	7%
CC(=O)Nc1cc(C(=O)OCc2cccc([N+](=O)[O-])c2)ccc1C	-10	1	2%	-7%	-7.4%	i	-9%	-11%	0.9	3%
Cc1nc(C(=O)N(C)C)nn1-c1cc(Cl)ccc1Cl	-6	-7	-3%	6%	-2.1%	i	10%	9%	1	3%
COc1ccc(C/C(C)=N/NC(=S)Nc2ccccc2)cc1	13	4	-1%	2%	-13%	i	17%	31%	1.1	-17%
O=C1C2C(C(=O)N1c1ccc3c(c1)OCO3)C1C=CC2C12CC2 (stereo not given)	-3	1	-3%	-3%	-0.3%	i	3%	-3%	1.1	5%
Cc1nn(-c2ccccc2)c(Cl)c1/C=C1\SC(=S)N(CCCCCC(=O)O)C1=O	.	.	14%	10%	.	i	.	.	.	2%
CC(CCc1ccccc1)NC(=O)c1cccnc1 (stereo not given)	-17	0	7%	-2%	-12%	i	-1%	0%	1.1	5%
Cc1cccc(C)c1OCC(=O)NCc1nnc(SCC(=O)NC2CCCCC2)n1C	17	24	3%	-1%	-2.5%	i	6%	-4%	1	11%
Cc1ccc(CSc2ncnc3c2cnn3-c2ccc(C)cc2)cc1	14	12	-2%	-3%	-14%	i	0%	6%	1.1	11%
COc1cc(CC(=O)OCC(=O)Nc2ncc(Cl)cc2Cl)cc(OC)c1OC	4	-49	-4%	-8%	2.3%	i	5%	-2%	1.1	-1%
